Source: PubChem BioAssay (National Center for Advancing Translational Sciences (NCATS))
RGS4 inh: Inhibitors of Regulator of G Protein Signaling (RGS) 4: qHTS | Regulator of G-protein signaling 4 (Homo sapiens), P49798 | 0.039% of 390,000 active | Potency, µM (titrated, usually from 114 µM), for the others: at the top dose activity change, negative = inhibition, usual class: inhibitors | AID 504845, 2011 | Transcreener GDP fluorescence polarization, RGS4-accelerated GTP hydrolysis; further: on the % scale 0 is the no-effect control and ±100 the full control effect; nearly all actives have a fitted effect of over 75% in size; some results filed as inactive show a strong effect at the top dose
Target sequence (P49798 whole entry, looked up): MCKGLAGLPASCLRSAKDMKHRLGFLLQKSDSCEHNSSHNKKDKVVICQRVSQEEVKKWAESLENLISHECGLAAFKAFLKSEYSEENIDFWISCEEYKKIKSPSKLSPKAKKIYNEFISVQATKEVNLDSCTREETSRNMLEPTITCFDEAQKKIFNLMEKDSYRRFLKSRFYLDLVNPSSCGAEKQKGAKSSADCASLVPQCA
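MLSMR compounds (23 nl, pin-transferred) preincubated 10 min at room temperature with a 500nM (2x) first reagent, then RGS4 at 900nM (2x) plus Transcreener GDP mix added; fluorescence polarization (620/688 nm) read before and after 90 min at 30 °C.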
USP1 inh: Inhibitors of USP1/UAF1: Primary Screen | AID 743255, 2014 | 0.23% of 390,000 active | Potency, µM (top dose mostly 57.1 µM), for the others: at the highest dose activity change, negative = inhibition, most hits filed as inhibitors | recombinant USP1/UAF1, Ub-Rhodamine cleavage fluorescence | Ubiquitin carboxyl-terminal hydrolase 1 (Homo sapiens), O94782; further: on the % scale 0 is the no-effect control and ±100 the full control effect; nearly all actives have a fitted effect of over 60% in size; inactives centre near -12
Target sequence (O94782 whole entry, looked up): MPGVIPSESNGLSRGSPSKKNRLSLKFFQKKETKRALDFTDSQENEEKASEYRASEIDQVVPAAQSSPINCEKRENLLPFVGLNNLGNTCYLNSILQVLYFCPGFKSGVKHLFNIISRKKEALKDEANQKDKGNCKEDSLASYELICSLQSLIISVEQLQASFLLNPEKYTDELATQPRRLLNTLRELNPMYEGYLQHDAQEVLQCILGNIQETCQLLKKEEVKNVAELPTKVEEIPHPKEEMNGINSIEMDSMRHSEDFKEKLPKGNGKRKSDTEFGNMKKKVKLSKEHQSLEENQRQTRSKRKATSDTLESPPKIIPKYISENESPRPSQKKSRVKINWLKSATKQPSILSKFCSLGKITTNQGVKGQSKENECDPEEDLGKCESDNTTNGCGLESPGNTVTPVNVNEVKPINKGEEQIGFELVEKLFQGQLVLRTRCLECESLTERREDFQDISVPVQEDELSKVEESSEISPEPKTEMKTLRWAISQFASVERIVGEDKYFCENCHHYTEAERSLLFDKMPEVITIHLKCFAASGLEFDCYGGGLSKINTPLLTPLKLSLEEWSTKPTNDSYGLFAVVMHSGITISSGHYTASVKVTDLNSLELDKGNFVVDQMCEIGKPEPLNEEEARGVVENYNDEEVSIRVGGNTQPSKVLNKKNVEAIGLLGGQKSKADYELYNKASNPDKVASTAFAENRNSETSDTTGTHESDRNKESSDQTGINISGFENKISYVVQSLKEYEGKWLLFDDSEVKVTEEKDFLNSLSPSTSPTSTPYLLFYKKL
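1 nM enzyme complex + cpd, 15 min RT; start with Ub-Rho 150nM final; kinetic fluorescence ex 480/em 540, 6 reads q60 s. Buffer 50mM HEPES pH 7.8, 0.5mM EDTA, 0.1 mg/ml BSA, 1mM TCEP, 0.01% Tween-20.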
Vif-APOBEC3G blk: qHTS for Inhibitors of Vif-A3G Interactions: qHTS; Potency, µM (titrated, usually from 46.1 µM), for the others: at the top dose activity, negative = active, usual class: inhibitors; HeLa A3G-eYFP + Vif (tagged APOBEC3G with the HIV-1 protein that degrades it), YFP fluorescence, overnight; DNA dC->dU-editing enzyme APOBEC-3G (Homo sapiens), Q9HC16; AID 602310, 2012; 0.076% of 410,000 active;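 further: on the % scale 0 is the no-effect control and ±100 the full control effect; nearly all actives have a fitted effect of over 60% in size; hits raise eYFP signal because A3G escapes Vif-driven loss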
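Read-out is eYFP fluorescence (Ex 488/Em 500-530) from Vif-expressing HeLa A3G-eYFP cells; more signal means A3G escaped Vif-mediated degradation. Cells plated overnight, compound pinned in, incubated overnight at 37 deg C.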
RXFP1 agonist: qHTS Assay for Agonists of the Relaxin Receptor RXFP1; Relaxin receptor 1 (Homo sapiens), Q9HBX9; HEK293T-RXFP1 cAMP TR-FRET, 30 min; response scale: percent of porcine relaxin response, buffer zero; Potency, µM (series often up to 57.5 µM), without a hit: at the highest dose activation, most hits filed as activators; 0.3% of 370,000 active; AID 2676, 2010; further: on the % scale 0 is the no-effect control and ±100 the full control effect; nearly all actives have a fitted effect of over 60% in size; many of its hits are not listed in these tables
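Agonist response is measured as cAMP accumulation in an RXFP1-transfected HEK293T line under PDE4 inhibition. Values are scaled between buffer-only and 29 nM porcine relaxin, and EC50s come from standard Hill equation fits.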
IDH1 R132H inh: qHTS for Inhibitors of mutant isocitrate dehydrogenase 1 (IDH1): qHTS; IDH1-R132H enzyme, NADPH consumption, diaphorase/resazurin fluorescence; Potency, µM (doses to about 76.6 µM), without a hit: at the highest dose activity change, negative = inhibition, usual class: inhibitors; 0.093% of 390,000 active; AID 602179, 2012; further: on the % scale 0 is the no-effect control and ±100 the full control effect; nearly all actives have a fitted effect of over 65% in size
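IDH1-R132H (0.5 ug/mL) preincubated 30 min with compound, then NADPH (0.016 mM) and alpha-KG (2 mM) added; 80 min at RT, pH 7.5. Remaining NADPH coupled via diaphorase/resazurin to fluorescence (540/590 nm); concentration-response curves normalized to no-enzyme control.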
TrxR1 substrate: qHTS Assay for Substrates of Mammalian Selenoprotein Thioredoxin Reductase 1 (TrxR1): qHTS | purified TrxR1 substrate turnover, NADPH consumption readout | Potency, µM (series often up to 114 µM), inactives show at the top dose activity change, negative = substrate turnover | AID 588456, 2011 | 0.01% of 390,000 active; further: on the % scale 0 is the no-effect control and ±100 the full control effect; nearly all actives have a fitted effect of over 50% in size
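Rat TrxR1, dispensed at 90 nM, was prereduced with 400 uM NADPH (final) for 5 min at ~22 deg C, then incubated with compound 15 min before 400 uM selenite. A first-read NADPH fluorescence drop versus no-compound background flagged substrates.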
Vif-APOBEC3F blk: qHTS for Inhibitors of Vif-A3F Interactions: qHTS; HeLa A3F-eYFP + Vif (tagged APOBEC3F with the HIV-1 protein that degrades it), YFP fluorescence increase; Potency, µM (series often up to 46.1 µM), for the others: at the highest dose activity, negative = active; 0.2% of 390,000 active; further: % of control where 0% means no effect; nearly all actives have a fitted effect of over 65% in size
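HeLa cells stably expressing Vif plus C-terminally eYFP-tagged A3F were seeded, incubated overnight at 37 deg C, dosed with compound, incubated overnight again at 37 deg C. Yellow fluorescence (Ex 488/Em 500-530) reported blocked Vif-mediated A3F-eYFP degradation.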
12-LOX inh: Primary qHTS assay for inhibitors of human arachidonate 12S-lipoxygenase (ALOX12): Round 2; Polyunsaturated fatty acid lipoxygenase ALOX12 (Homo sapiens), P18054; purified 12hLO, xylenol orange hydroperoxide absorbance; Potency, µM (top dose mostly 108 µM), without a hit: at the top dose activity change, negative = inhibition, usual class: inhibitors; 1.1% of 580,000 active; AID 1671190, 2021; further: on the % scale 0 is the no-effect control and ±100 the full control effect
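Purified human 12hLO at 150 nM in 25 mM Hepes, 0.01% Triton X-100, pH 7.0, preincubated 15 min at room temperature with compound. Reaction started with 40 uM arachidonic acid, 30 min at room temperature. Hydroperoxide measured by Fe-xylenol orange, 573/405 nm absorbance ratio.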
rTrxR1 inhibitor: qHTS Assay for Inhibitors of Mammalian Selenoprotein Thioredoxin Reductase 1 (TrxR1): qHTS; Thioredoxin reductase 1, cytoplasmic (Rattus norvegicus), O89049; recombinant rTrxR1, NADPH fluorescence consumption, selenite substrate; Potency, µM (top dose mostly 114 µM), for the others: at the top dose activity change, negative = inhibition, most hits filed as inhibitors; 1% of 390,000 active; AID 588453, 2011; further: on the % scale 0 is the no-effect control and ±100 the full control effect; nearly all actives have a fitted effect of over 65% in size
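Rat TrxR1 (90 nM in the dispensed reagent) was pre-reduced with 400 uM NADPH for 5 min at room temperature, then incubated with compound for 15 min. After 400 uM selenite was added, NADPH fluorescence (Ex 340/Em 450 nm) was followed for 8 min.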
* hit, by the source's call; [ ] = remark or other dose. The call rests on the fitted dose curve; in most records, active means well fitted curve in the direction sought with a large enough effect; inconclusive means small, poorly fitted or top-dose-only effect, or another doubt; inactive means no such curve, though single readings can be large; an effect the other way counts as inactive or inconclusive. Potency means the concentration at half of the fitted maximal effect.

Screening O=C(O)CCCNC(=O)/C=C/c1ccco1 returned RGS4 inh -4%, USP1 inh 37%[activator], Vif-APOBEC3G blk 2%, RXFP1 agonist -1.9%, IDH1 R132H inh -3%, TrxR1 substrate 1%[57.1 µM], Vif-APOBEC3F blk 5%, 12-LOX inh -11% and rTrxR1 inhibitor -27%[57.1 µM].
O=C(C1CC1)N1N=C2CCCCC2C1(O)C(F)(F)F (stereo not given) was read as RGS4 inh 29%, USP1 inh 11%, Vif-APOBEC3G blk -1%, RXFP1 agonist 1.8%, IDH1 R132H inh 1%, TrxR1 substrate 5%[57.1 µM], Vif-APOBEC3F blk -6%, 12-LOX inh -1% and rTrxR1 inhibitor 12%[57.1 µM].
`COc1ccc(-n2c(SCC(=O)Nc3ccc(Cl)cc3)nc(O)c(Cc3ccccc3)c2=O)cc1` gave RGS4 inh 14%, USP1 inh -17%, Vif-APOBEC3G blk -3%, RXFP1 agonist 1.4%, IDH1 R132H inh -13%, TrxR1 substrate -13%, Vif-APOBEC3F blk inconclusive, 12-LOX inh -29% and rTrxR1 inhibitor -2%.
Cc1cn([C@H]2C[C@H](O)[C@@H](CNCc3cccn3-c3ccncc3)O2)c(=O)[nH]c1=O was read as USP1 inh -15%, Vif-APOBEC3G blk 4%, IDH1 R132H inh -1%, Vif-APOBEC3F blk 3% and 12-LOX inh 4%.
Screening CCOC(=O)CSc1ncnc2c1cnn2-c1ccccc1 returned RGS4 inh -19%, USP1 inh -23%, Vif-APOBEC3G blk 4%, RXFP1 agonist 0.6%, IDH1 R132H inh 6%, TrxR1 substrate 12%, Vif-APOBEC3F blk -9%, 12-LOX inh 5% and rTrxR1 inhibitor 26%.
CCN(CC)C(=O)C1CCCN(Cc2ccc(OC)c(C)c2C)C1 (stereo not given) was read as RGS4 inh -21%, USP1 inh -21%, Vif-APOBEC3G blk 1%, RXFP1 agonist -0.3%, IDH1 R132H inh 7%, TrxR1 substrate -2%, Vif-APOBEC3F blk 1%, 12-LOX inh -53% and rTrxR1 inhibitor 7%.
CS(=O)(=O)c1nncn1-c1ccccc1 was read as RGS4 inh 3%, USP1 inh 2%, Vif-APOBEC3G blk 0%, RXFP1 agonist 1.0%, IDH1 R132H inh 7%, TrxR1 substrate -4%, Vif-APOBEC3F blk 3%, 12-LOX inh 0% and rTrxR1 inhibitor -7%.
Screening C=CCn1c(/N=C/c2ccc3c(c2)OCO3)nc2ccccc21 returned RGS4 inh 24%, USP1 inh -11%, Vif-APOBEC3G blk -5%, RXFP1 agonist 0.0%, IDH1 R132H inh 4%, TrxR1 substrate 14%[57.1 µM], Vif-APOBEC3F blk -2%, 12-LOX inh 4% and rTrxR1 inhibitor -11%.
`Cc1ccc(CCNC(=O)c2cc3cc(S(=O)(=O)N4CCCCC4)ccc3n2C)cc1` gave RGS4 inh -5%, USP1 inh 9%, Vif-APOBEC3G blk 5%, RXFP1 agonist 3.4%, IDH1 R132H inh 3%, TrxR1 substrate 1%[57.1 µM], Vif-APOBEC3F blk 9%, 12-LOX inh -20% and rTrxR1 inhibitor 15%[57.1 µM].
`N#C/C(=C/c1ccccc1Cl)c1nc2ccccc2c(=O)[nH]1` gave RGS4 inh 12%, USP1 inh -12%, Vif-APOBEC3G blk 3%, RXFP1 agonist 3.7%, IDH1 R132H inh -1%, TrxR1 substrate 4%, Vif-APOBEC3F blk 1%, 12-LOX inh 0% and rTrxR1 inhibitor 18%.
CCn1ncc(/C=N/NC(=O)c2ccc3c(c2)OCO3)c1C was read as RGS4 inh -26%, USP1 inh -12%, Vif-APOBEC3G blk -24%, RXFP1 agonist 1.9%, IDH1 R132H inh 6%, TrxR1 substrate -13%, Vif-APOBEC3F blk -8%, 12-LOX inh inconclusive and rTrxR1 inhibitor -14%.
For CS(=O)(=O)Nc1nnc(SCC(=O)Nc2cccc([N+](=O)[O-])c2)s1 the results were RGS4 inh -5%, USP1 inh -18%, Vif-APOBEC3G blk -2%, RXFP1 agonist 1.0%, IDH1 R132H inh 0%, TrxR1 substrate 3%, Vif-APOBEC3F blk 0%, 12-LOX inh -2% and rTrxR1 inhibitor 15%.
For CCCCCN(C(=O)CCC(=O)OCC(=O)N1CCCC(C)C1)c1c(N)n(CCCC)c(=O)[nH]c1=O (stereo not given) the results were RGS4 inh 5%, USP1 inh -4%, Vif-APOBEC3G blk -2%, RXFP1 agonist -0.1%, IDH1 R132H inh -2%, TrxR1 substrate -3%, Vif-APOBEC3F blk -2%, 12-LOX inh -2% and rTrxR1 inhibitor 7%.
For CCNC(=O)CC1C(=O)N(c2cccc(OC)c2)C(=O)N1Cc1ccc(OC)c(OC)c1 (stereo not given) the results were RGS4 inh 35%, USP1 inh -7%, Vif-APOBEC3G blk -1%, RXFP1 agonist 2.8%, IDH1 R132H inh -7%, TrxR1 substrate 0%, Vif-APOBEC3F blk -1%, 12-LOX inh -19% and rTrxR1 inhibitor 6%.
`Cc1cc(C)c2c(=O)[nH]c(=O)n(Cc3ccccc3)c2n1` gave RGS4 inh 3%, USP1 inh -19%, Vif-APOBEC3G blk inconclusive, RXFP1 agonist 16%, IDH1 R132H inh 1%, TrxR1 substrate 3%, Vif-APOBEC3F blk inconclusive, 12-LOX inh 4% and rTrxR1 inhibitor 9%.
Cc1nn(-c2ccccc2C(=O)O)c(=O)c2ccccc12 was read as RGS4 inh 1%, USP1 inh -9%, Vif-APOBEC3G blk 1%, RXFP1 agonist 2.0%, IDH1 R132H inh -1%, TrxR1 substrate 0%, Vif-APOBEC3F blk -1%, 12-LOX inh 11% and rTrxR1 inhibitor 3%.
O=C(Nc1scc(-c2ccccc2)c1C(=O)O)c1ccccc1F was read as RGS4 inh 13%, USP1 inh -18%, Vif-APOBEC3G blk 1%, RXFP1 agonist 2.4%, IDH1 R132H inh 25%, TrxR1 substrate 2%, Vif-APOBEC3F blk 13%, 12-LOX inh -1% and rTrxR1 inhibitor 25%.
CC(=O)N1c2ccc(S(=O)(=O)N3CCC(C(=O)N4CCCC(C)C4)CC3)cc2CC1C (stereo not given) was read as RGS4 inh 11%, USP1 inh -22%, Vif-APOBEC3G blk 4%, RXFP1 agonist 2.9%, IDH1 R132H inh -3%, TrxR1 substrate 5%, Vif-APOBEC3F blk 1%, 12-LOX inh 2% and rTrxR1 inhibitor 19%.
For CCc1nnc(NC(=O)CSc2nnc(CNC(=O)c3cc(OC)c(OC)c(OC)c3)o2)s1 the results were RGS4 inh -11%, USP1 inh -4%, Vif-APOBEC3G blk 1%, RXFP1 agonist -0.7%, IDH1 R132H inh -7%, TrxR1 substrate -11%, Vif-APOBEC3F blk 0%, 12-LOX inh 0% and rTrxR1 inhibitor -18%.
COc1ccc(S(=O)(=O)Nc2ccc3oc4ncccc4c(=O)c3c2)cc1OC was read as RGS4 inh 8%, USP1 inh 1%, Vif-APOBEC3G blk 0%, RXFP1 agonist 0.0%, IDH1 R132H inh 2%, TrxR1 substrate -7%, Vif-APOBEC3F blk 0%, 12-LOX inh 28% and rTrxR1 inhibitor 0%[57.1 µM].
`CCc1cc2c3c(c(=O)oc2cc1OC(C)C(=O)O)CCCC3` (stereo not given) gave RGS4 inh 84%[activator], USP1 inh -4%, Vif-APOBEC3G blk -20%, RXFP1 agonist 4.4%, IDH1 R132H inh 6%, TrxR1 substrate 400%[activator], Vif-APOBEC3F blk -1%, 12-LOX inh 3% and rTrxR1 inhibitor -7%.
CC(=O)c1ccc(NC(=O)c2ccc(-n3cnnc3)cc2)cc1 was read as RGS4 inh -17%, USP1 inh inconclusive, Vif-APOBEC3G blk 0%, RXFP1 agonist inconclusive, IDH1 R132H inh -8%, TrxR1 substrate 0%[57.1 µM], Vif-APOBEC3F blk 1%, 12-LOX inh -9% and rTrxR1 inhibitor 29%[57.1 µM].

Quoted at random: two entries already listed, in no set order.
CS(=O)(=O)c1nncn1-c1ccccc1 was read as RGS4 inh 3%, USP1 inh 2%, Vif-APOBEC3G blk 0%, RXFP1 agonist 1.0%, IDH1 R132H inh 7%, TrxR1 substrate -4%, Vif-APOBEC3F blk 3%, 12-LOX inh 0% and rTrxR1 inhibitor -7%.
`Cc1ccc(CCNC(=O)c2cc3cc(S(=O)(=O)N4CCCCC4)ccc3n2C)cc1` gave RGS4 inh -5%, USP1 inh 9%, Vif-APOBEC3G blk 5%, RXFP1 agonist 3.4%, IDH1 R132H inh 3%, TrxR1 substrate 1%[57.1 µM], Vif-APOBEC3F blk 9%, 12-LOX inh -20% and rTrxR1 inhibitor 15%[57.1 µM].

Some of the compounds tested. The share of hits here may be higher or lower than overall.
